KOR beta-arrestin-1: kappa opioid receptor activators – cell-based, luminescence, uHTS, primary screen (AID 1777); KOR beta-arrestin recruitment, luminescence; higher % means a stronger effect; activation, % at 10 µM, or EC50 in µM where a hit was titrated; actives 0.02% (n = 280,000); in the data active means activation above about 50%, passing the limit was not always enough; further: a part of the inactive calls stands beside numbers as strong as those of hits
TNAP activation fold: human TNAP enzyme activators, primary screen, biochemical, luminescent, no phosphate acceptor, uHTS (AID 1001) | activation fold at 20 µM, or EC50 in µM where a hit was titrated | purified TNAP, luminescent activation assay, no phosphate acceptor; higher activation fold means a stronger effect | actives 0.03% (n = 200,000); in the data active means activation fold from about 3, or a potency from the dose series; inactive means the rest, 99 in 100 with activation fold below about 1.6; further: many of its hits are not listed in these tables
NOD1 NF-kB reporter: NOD1 signaling inhibitors, primary screen, cell-based, luminescence, uHTS (AID 1578); inhibition, % at 4 µM; hits with a dose series show EC50 in µM; actives 1% (n = 290,000); NOD1-driven NF-kB luciferase reporter cells, luminescence; higher % means a stronger effect; in the data active means inhibition mostly above about 36%, no sharp cut-off; inactive means mostly below about 34%;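 further: HEK-293T reporter cells stimulated with the NOD1 agonist gamma-tri-DAP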
XIAP displacement: XIAP antagonists, biochemical, IAP family, fluorescence polarization (AID 1018). displacement, % at 20 µM; hits with a dose series show IC50 in µM. XIAP BIR domain, fluorescence polarization peptide displacement; higher % means a stronger effect. actives 0.007% (n = 200,000); in the data active means displacement above about 50%; further: a part of the inactive calls stands beside numbers as strong as those of hits
human PMI inhibitors: human PMI inhibitors, high substrate, primary screen, biochemical, fluorescence intensity, high mannose 6-phosphate (AID 1220) | one-dose inhibition, % at 20 µM; IC50 in µM for titrated hits | recombinant PMI enzyme, coupled fluorescence intensity; higher % means a stronger effect | actives 0.66% (n = 190,000)
human PMI inhibition: inhibitors of human PMI, primary screen, biochemical, fluorescence intensity, coupled assay (AID 1209); purified PMI enzyme, coupled fluorescence intensity; higher % means a stronger effect; one-dose inhibition, % at 20 µM; IC50 in µM for titrated hits; actives 0.42% (n = 190,000);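 further: plate controls were DMSO vehicle for no effect and wells lacking substrate for full effect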
LYP phosphatase: PTPN22 lymphoid phosphatase activity blockers – biochemical, fluorescence intensity, uHTS (AID 1779); recombinant LYP phosphatase, fluorescence intensity; higher % means a stronger effect; actives 0.054% (n = 290,000); inhibition, % at 11.5 µM, or IC50 in µM where a hit was titrated;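 further: plate controls were vehicle with enzyme for no effect and no enzyme for full effect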
HEK293 NOD2/NF-kB: NOD2 signaling inhibitors, cell-based, luminescence, uHTS, HEK293 (AID 1566); HEK293 NOD2/NF-kB luciferase reporter, luminescence; higher % means a stronger effect; inhibition, % at 4 µM, or EC50 in µM where a hit was titrated; actives 0.63% (n = 290,000); further: many of its hits are not listed in these tables
KOR beta-arrestin-2: KOR antagonists, beta-arrestin recruitment, cell-based, luminescence, uHTS (AID 1778); inhibition, % at 10 µM, or IC50 in µM where a hit was titrated; actives 0.091% (n = 290,000); KOR beta-arrestin recruitment, luminescence, antagonist mode; higher % means a stronger effect; further: strong numbers were not always called active
Active calls of the source: *; . = no result given; [ ] = remark or other dose. Unless noted, no stated cut-off is given here; in the data, active means inhibition above about 50%; inactive means the rest.

SMILES	KOR beta-arrestin-1	TNAP activation fold	NOD1 NF-kB reporter	XIAP displacement	human PMI inhibitors	human PMI inhibition	LYP phosphatase	HEK293 NOD2/NF-kB	KOR beta-arrestin-2
Cc1ccc(NC(=O)C2CC(Cl)=CCC2C(=O)O)c([N+](=O)[O-])c1 (stereo not given)	4.4%	1	-35.7%	-1.1%	14.3%	12.6%	-5.3%	-1.3%	0.9%[20 µM]
CCOC(=O)c1c(NC(=O)CN2CCCCC2)sc(CN(C)C)c1-c1ccccc1	0.5%	1.2	-13.3%	-4.5%	3.2%	5.3%	-3.7%	10.6%	16.8%
O=C(CSc1nc2ccccc2nc1SCC(=O)N1CCCCC1)N1CCCCC1	0.3%	1.1	4.1%	-2.4%	-2.1%	4.6%	-1.3%	9.7%	-19.2%
COc1ccc(C(=O)NC2CCN(S(=O)(=O)Cc3ccccc3)CC2)c(OC)c1	-3.0%	1.1	-7.0%	-3.1%	5.3%	10.0%	-2.5%	9.7%	12.9%
O=C1c2ccccc2C(=O)N1CCCc1cn(C[C@H]2CC[C@@H]([C@@H]3CC[C@H](Cn4cc(CCCN5C(=O)c6ccccc6C5=O)nn4)O3)O2)nn1	.	.	6.5%	.	.	.	-9.2%	1.5%	-22.8%[20 µM]
COc1cc(OC)c(C(=O)OCC(=O)N(Cc2ccccc2)C(C)(C)C)cc1OC	-2.4%	1.1	-27.8%	-4.4%	-6.2%	-1.8%	-0.5%	16.2%	8.5%
CCN(c1ccccc1)S(=O)(=O)c1ccc2c(c1)N(C(C)=O)CCS2	8.1%	.	2.0%	.	.	.	-9.9%	-8.4%	2.3%
CN1C(=O)[C@H]2[C@@H](/C=C/c3ccccc3)N3C(=O)CN(Cc4ccc(-c5ccccc5)cc4)C(=O)[C@@]3(Cc3ccccc3)[C@H]2C1=O	-5.3%	.	-24.8%	.	.	.	-11.7%	-9.6%	13.6%[20 µM]
Cc1ccc(CNC(=O)CN2CCN(Cc3ccc(C)cc3)C2=O)cc1	5.3%	1.1	1.0%	-2.4%	-10.5%	-11.3%	-9.6%	0.6%	-22.5%
N#C/C(=C\c1ccc2c(c1)OCO2)C(N)=S	0.4%	.	-7.3%	.	.	.	-1.3%	-2.6%	-34.5%
COC(=O)c1c(SCc2ccc(C#N)cc2)nc(=O)[nH]c1C	-2.5%	1	-19.1%	-3.9%	-7.8%	-3.4%	5.9%	-4.7%	15.3%
C=CCc1cccc(C=Nc2cc(Br)ccc2O)c1O	1.4%	1	4.4%	-4.4%	57.0%*	27.3%	-6.0%	3.9%	-10.2%
CC(C)OCCCNC(=S)Nc1ccc2nc3n(c(=O)c2c1)CCCCC3	-1.5%	1.1	-10.9%	-8.3%	-8.2%	-2.7%	1.8%	25.8%	14.3%
CC(OC(=O)c1cn(-c2ccccc2)nc1-c1cccnc1)C(N)=O (stereo not given)	-4.3%	1	38.6%	-5.6%	-1.5%	-7.5%	-13.2%	13.0%	-6.1%
CCOC(=O)N1CCN(C(=O)C2CCN(S(C)(=O)=O)CC2)CC1	-1.0%	1.1	-15.2%	-2.3%	3.7%	6.5%	-2.6%	-1.0%	30.2%
COc1ccc(CCNC(=O)CSc2nc3ccsc3c(=O)n2CC2CCC(C(=O)O)CC2)cc1OC (stereo not given)	0.6%	.	-29.2%	.	.	.	-10.7%	0.6%	2.2%
O=C(Cc1cccs1)N1CCC(c2nc3c(nnn3Cc3ccccc3)c(=O)[nH]2)CC1	-2.9%	1.1	4.8%	-3.6%	11.4%	13.6%	-4.8%	-6.8%	-9.9%
O=C(CCSc1ccccc1)Nc1nccs1	-3.7%	1.1	-3.5%	-4.3%	-0.1%	8.8%	-8.0%	-1.1%	1.9%
CCN(CC)C(=O)Cn1cc(S(=O)(=O)Cc2cccc([N+](=O)[O-])c2)c2ccccc21	-1.8%	.	-12.9%	.	.	.	-0.3%	-8.7%	-15.1%
COc1ccc(C(=O)c2sc(Nc3cccc(OC)c3)c(C(=O)Nc3cccc(C)c3C)c2N)cc1	0.7%	0.9	-60.9%	-15.9%	-14.4%	-0.9%	7.4%	-10.0%	-4.6%
COc1ccc2[nH]c(=O)c(CN(CCc3ccccc3)Cc3nnnn3CC3CCCO3)cc2c1 (stereo not given)	-0.1%	1.1	18.9%	-5.6%	-27.5%	-15.9%	-6.7%	5.1%	17.9%
CCC(=O)NNc1ncnc2c1cnn2-c1ccccc1	-4.1%	2.1	-5.3%	-0.5%	-3.5%	-5.1%	-8.3%	6.5%	-14.2%
CC(=O)NC1C(=O)N(Cc2ccccc2)c2ccc(Br)cc21 (stereo not given)	-1.9%	.	1.5%	.	.	.	-8.5%	10.4%	-6.1%
COC(=O)C(Cc1ccccc1)OS(N)(=O)=O (stereo not given)	.	.	-4.2%	.	.	.	-8.1%	-4.0%	-15.9%[20 µM]
CCOC(=O)C1CCN(c2nc3ccccc3n2CC(=O)c2ccccc2)CC1	1.3%	1.1	-18.2%	-4.6%	4.3%	1.4%	-2.9%	8.0%	-6.6%

Carrying on:
SMILES	KOR beta-arrestin-1	TNAP activation fold	NOD1 NF-kB reporter	XIAP displacement	human PMI inhibitors	human PMI inhibition	LYP phosphatase	HEK293 NOD2/NF-kB	KOR beta-arrestin-2
O=C(Nc1nc2ccccc2n1CCN1CCCC1)c1ccc(Cl)cc1	.	1.2	-12.3%	-2.5%	-11.2%	-14.0%	-8.4%	-19.6%	.
CCCCn1c(N)c(N(CC)C(=O)c2ccc([N+](=O)[O-])c(C)c2)c(=O)[nH]c1=O	-2.8%	.	-0.2%	.	.	.	-2.6%	-17.8%	-11.4%
Cc1cccc(NC(=O)C(C)SCc2ccccc2)c1 (stereo not given)	-1.0%	.	-26.8%	.	.	.	-8.5%	-10.0%	-3.7%
CCn1c(=S)sc2c(=O)n(CC(=O)NC(C)CCc3ccccc3)c(C)nc21 (stereo not given)	1.6%	.	-28.5%	.	.	.	-1.5%	-22.4%	-25.1%
COC(=O)[C@H](Cc1ccccc1)NC(=O)O[C@@H]1C(=O)c2cc(Br)ccc2O[C@H]1c1cccc(OC)c1	-0.6%	1.1	-22.4%	-1.4%	6.5%	8.3%	6.9%	10.5%	-0.3%
Cc1ccc(C)c(NC(=O)c2cc3ccccn3n2)c1	-4.6%	1.2	-47.9%	13.9%	12.3%	11.5%	-1.1%	-88.7%	-34.3%
Cc1ccc(NC(C(N)=O)c2c(C)[nH]c(=O)[nH]c2=O)cc1 (stereo not given)	0.3%	1	-26.8%	-1.5%	14.8%	18.3%	-0.4%	-0.8%	22.9%
O=C(Nc1ccon1)c1ccc(F)c(S(=O)(=O)N2CCCCC2)c1	6.9%	.	-16.5%	.	.	.	-10.1%	2.3%	-17.2%
Cc1nnc2sc(SCc3cccc(Cl)c3)nn2c1=O	-2.7%	1.2	14.6%	1.0%	0.1%	-6.9%	5.7%	26.7%	-22.0%
O=C(NC1CC1)C1=C[C@H](c2c[nH]c3ccccc23)C[C@H](OCc2ccc(CO)cc2)O1	1.3%	.	8.0%	.	.	.	-14.0%	-10.6%	2.9%
CSc1ccccc1OCc1cc(C(=O)N(C)C(C)c2nc(C)cs2)no1 (stereo not given)	-4.3%	.	-42.9%	.	.	.	0.7%	-8.1%	24.4%
O=[N+]([O-])c1cccnc1NCCc1ccccc1	6.2%	1	-28.2%	-4.2%	-3.7%	1.7%	-3.4%	-58.3%	-13.6%
COc1ccc(O)c(C(=O)c2cnc3onc(C(C)C)c3c2)c1	-4.7%	1	9.3%	-1.4%	-0.9%	0.1%	-5.3%	10.6%	-5.8%
CCCCCCOC(=O)C(C#N)c1nc2ccccc2nc1N1CCOCC1 (stereo not given)	-5.9%	1	-19.4%	-5.2%	-2.2%	-1.0%	-1.6%	-5.3%	-12.6%
COc1cccc(C(=O)NC2CCN(CC(=O)NCc3ccccc3F)CC2)c1	-2.1%	.	1.8%	.	.	.	-7.1%	3.7%	-38.7%
Nc1c(C(=O)NCCc2ccccc2)sc2nc(N3CCOCC3)c3c(c12)CCCC3	-3.1%	1.1	-5.0%	-3.1%	5.1%	-1.6%	-10.5%	25.0%	5.9%
CC1CCN(C(=O)CC2C(=O)Nc3c2c(=O)n(C)c(=O)n3Cc2ccccc2)CC1 (stereo not given)	4.6%	1	-11.2%	-4.4%	-72.7%	-41.9%	-6.8%	-9.8%	-17.2%
COc1ccc(-c2nc3c4c(ncn3n2)-c2ccccc2CC42CCCC2)cc1	-0.7%	1.1	-3.6%	-3.5%	13.1%	16.2%	-6.1%	10.7%	-7.2%
O=C(O)c1ccc(S(=O)(=O)N2CCC(n3nnc4cc(C(F)(F)F)ccc43)CC2)cc1	-0.1%	.	-16.7%	.	.	.	-1.0%	16.1%	34.4%
COc1ccc(C(=O)NC(=S)NCc2ccccc2)cc1	0.2%	1	-46.5%	-2.3%	0.5%	11.3%	0.9%	-16.3%	-10.1%
COc1ccccc1CCc1nnc(CCC(=O)N(C)Cc2ccncc2C)o1	.	1.1	-1.0%	-4.3%	-0.5%	6.7%	-11.0%	15.0%	-22.9%[20 µM]
CC1=C(C(=O)N2CCOCC2)C(c2ccccc2F)NC(=O)N1 (stereo not given)	0.6%	1.1	-45.5%	-1.1%	-3.9%	-18.4%	-5.1%	-0.2%	-25.3%
C=CCn1c(N)c(C(=O)N2CCOCC2)sc1=S	-2.2%	1.1	-8.4%	-2.2%	8.4%	6.2%	7.4%	5.5%	37.7%
CCOCC(=O)Nc1c(C(=O)N2CCN(c3ncccn3)CC2)oc2ccccc12	0.2%	.	-37.9%	.	.	.	-0.6%	-4.7%	-3.3%
Cc1ccc(S(=O)(=O)N2CCCCC2)cc1NC(=O)Cc1c[nH]c2ccccc12	-2.9%	1.1	-28.9%	-3.0%	12.9%	23.1%	-0.6%	9.7%	9.1%
COc1ccc(CCn2c(C)cc(C(=O)CCl)c2C)cc1OC	-8.0%	1	59.7%*	-5.4%	-5.6%	-11.2%	-7.2%	31.0%	-12.1%
C/C(Cc1ccccc1)=N\NC(=O)CNC(=O)c1ccccc1Cl	-3.3%	.	-6.3%	.	.	.	-5.6%	-9.0%	8.1%
CC(C)(C)NC(=O)CN(Cc1ccc(F)cc1)C(=O)Cn1nnc(-c2ccc(F)cc2)n1	.	1.1	-22.6%	13.0%	-3.6%	2.2%	-0.9%	20.4%	-3.9%[20 µM]
COc1ccc(NS(=O)(=O)c2cc(NC(=O)c3nn(C)c(=O)c4ccccc34)ccc2OC)cc1	-4.1%	1.1	-19.9%	-9.0%	7.7%	15.4%	0.8%	22.5%	4.4%
CC(C)CNS(=O)(=O)c1ccc(CCC(=O)N2CCN(c3ccccc3)CC2)cc1	0.2%	1.1	-2.6%	-6.0%	7.5%	15.1%	-8.7%	13.6%	8.7%

By substructure, those above with fluorine (5)
SMILES	KOR beta-arrestin-1	TNAP activation fold	NOD1 NF-kB reporter	XIAP displacement	human PMI inhibitors	human PMI inhibition	LYP phosphatase	HEK293 NOD2/NF-kB	KOR beta-arrestin-2
O=C(Nc1ccon1)c1ccc(F)c(S(=O)(=O)N2CCCCC2)c1	6.9%	.	-16.5%	.	.	.	-10.1%	2.3%	-17.2%
COc1cccc(C(=O)NC2CCN(CC(=O)NCc3ccccc3F)CC2)c1	-2.1%	.	1.8%	.	.	.	-7.1%	3.7%	-38.7%
O=C(O)c1ccc(S(=O)(=O)N2CCC(n3nnc4cc(C(F)(F)F)ccc43)CC2)cc1	-0.1%	.	-16.7%	.	.	.	-1.0%	16.1%	34.4%
CC1=C(C(=O)N2CCOCC2)C(c2ccccc2F)NC(=O)N1 (stereo not given)	0.6%	1.1	-45.5%	-1.1%	-3.9%	-18.4%	-5.1%	-0.2%	-25.3%
CC(C)(C)NC(=O)CN(Cc1ccc(F)cc1)C(=O)Cn1nnc(-c2ccc(F)cc2)n1	.	1.1	-22.6%	13.0%	-3.6%	2.2%	-0.9%	20.4%	-3.9%[20 µM]

Assay outcomes deposited in PubChem BioAssay by Sanford-Burnham Center for Chemical Genomics.

Some of the compounds tested; rates above refer to the full screens.
